Compound activity: PubChem, NCI
All columns: NCI-60 one-dose screen, growth in % after 48 h at 10 µM unless noted; 100 = growth as untreated, 0 = no growth, -100 = all killed.
HOP-92: HOP-92 NSCLC cells | 71,000 tested, 6.3% active
CCRF-CEM: CCRF-CEM leukemia | 77,000 tested, 7% active | AID 1794778
MOLT-4: MOLT-4 leukemia cells; 80,000 tested, 6.9% active
A549/ATCC: A549/ATCC NSCLC | AID 1794740 | 81,000 tested, 3.7% active
HOP-62: HOP-62 NSCLC. 80,000 tested, 3.9% active
RPMI-8226: RPMI-8226 leukemia cells | 77,000 tested, 7.5% active | AID 1794781
M14: M14 melanoma; 80,000 tested, 6.2% active
EKVX: EKVX NSCLC | 71,000 tested, 3% active | AID 1794765
Active calls of the source: *; nt = no result given; & = joins results of further samples. Rule for the calls: active = growth percent below 10; inactive = the rest.

Every second line gives: HOP-92, CCRF-CEM, MOLT-4, A549/ATCC, HOP-62, RPMI-8226, M14, EKVX
O=C(c1cccc(Cl)n1)c1c[nH]c2ccccc12
    84, 98, 103, 94, 82, 93, 97, 71
Nn1c(SCC(=O)Nc2cc(Cl)c(Cl)cc2Cl)nnc1-c1cc(F)c(Cl)cc1Cl
    76, 125, 85, 106, 91, 132, 97, 66
CSc1nc2c(c(=O)[nH]1)C(c1ccc(Cl)cc1)C1=C(N2)/C(=C/c2ccc(Cl)cc2)CN(C)C1 (configuration not stated)
    38, 36, 33, nt, 97, 58, 73, 47
O=C(/C=C/c1cn(-c2ccccc2)nc1-c1ccc(Cl)cc1)OCc1cn(-c2cccc(Cl)c2)nn1
    100, 108, 95, 98, 103, 92, 107, 87
COc1cc(CNC(=O)/C=C/c2ccccc2)ccc1OCc1cn(-c2ccc(C)c(C)c2)nn1
    89, 94, 93, 97, 96, 99, 101, 92
CCn1c(SCC(=O)N2CCN(c3cc4c(cc3F)c(=O)c(C(=O)O)cn4C3CC3)CC2)nnc1-c1cc(OC)c(OC)c(OC)c1
    105, 105, 94, 84, 89, 98, 94, 88
Cc1nn(-c2ccc(C#N)cc2)c(C)c1N=Nc1ccccc1
    94, 102, 96, 89, 94, 99, 97, 103
COc1ccccc1[C@H]1C(C(=O)c2ccc(Cl)cc2)C2(N[C@@H]1c1ccccc1)C(=O)Nc1ccccc12 (some centres not stated)
    -22*, 4.1*, -18*, 9.2*, -22*, 5.1*, 5.9*, 3.2*
c1ccc(CSc2nc3ncncc3[nH]2)cc1
    89, 91, 82, 100, 103, 72, 110, 91
CN1CCN(CC#CCOC(=O)CNC(=O)[C@]23CCC(C)(C)C[C@H]2C2=CC[C@@H]4[C@@]5(C)CC[C@H](O)C(C)(C)[C@@H]5CC[C@@]4(C)[C@]2(C)CC3)CC1
    89, 86, 71, 79, 90, 77, 97, 89

Grouped by structure: those above with an aryl methoxy group
Every second line gives: HOP-92, CCRF-CEM, MOLT-4, A549/ATCC, HOP-62, RPMI-8226, M14, EKVX
COc1cc(CNC(=O)/C=C/c2ccccc2)ccc1OCc1cn(-c2ccc(C)c(C)c2)nn1
    89, 94, 93, 97, 96, 99, 101, 92
CCn1c(SCC(=O)N2CCN(c3cc4c(cc3F)c(=O)c(C(=O)O)cn4C3CC3)CC2)nnc1-c1cc(OC)c(OC)c(OC)c1
    105, 105, 94, 84, 89, 98, 94, 88
COc1ccccc1[C@H]1C(C(=O)c2ccc(Cl)cc2)C2(N[C@@H]1c1ccccc1)C(=O)Nc1ccccc12 (some centres not stated)
    -22*, 4.1*, -18*, 9.2*, -22*, 5.1*, 5.9*, 3.2*

(cont.)
Every second line gives: HOP-92, CCRF-CEM, MOLT-4, A549/ATCC, HOP-62, RPMI-8226, M14, EKVX
CC(=O)Nc1nonc1-c1nc2ccccc2n1Cc1ccc(Cl)cc1Cl
    44, 100, 85, 69, 52, 77, 98, nt
Fc1cc(COC2CCN(Cc3ncn4ccccc34)CC2)ccc1Cl
    nt, 25, 103, 96, 88, 99, 102, 98
O=C1OCC/C1=C1/NCCNC1=O
    106, 97, 104, 98, 115, 102, 108, nt
N=c1c(C(=O)OCc2ccccc2)ncc(CCl)n1O
    97, 94, 98, 101, 96, 77, 94, 101
COc1ccc(OC)c(/C=C/C(=O)c2ccc(Nc3ncnc4cc(OC)c(OC)cc34)cc2)c1
    90, 82, 78, 85, 105, 31, 97, 102
COc1ccc(S(=O)(=O)NCCNc2cc(-c3cn(-c4ccccc4)nc3-c3cccc(OC)c3)ccn2)cc1
    43, 33, 29, 50, 91, 41, 55, 67
COc1ccc(/C=N/Nc2nc3ccccc3s2)cc1
    82, 35, 86, 94, 92, 104, 88, 67
C=CCc1cc(CN2CC(C)OC(C)C2)c(O)c(OC)c1 (configuration not stated)
    nt, 99&110, 92, 98&109, 100, 94&102, 105&114, 98&115
O=C1NC(c2ccc(Cl)cc2)(c2ccc(Cl)cc2)C(=O)N1Cl
    110, 93, 102, 106, 97, 102, 91, 98
O=c1[nH]c(CN2CCN(c3ccccc3F)CC2)nc2sc3c(c12)CCC3
    89, 100, 100, 110, 92, 107, 108, 100

Limited to HOP-92 and HOP-62 (2 entries from above):
SMILES | HOP-92 | HOP-62
COc1ccc(S(=O)(=O)NCCNc2cc(-c3cn(-c4ccccc4)nc3-c3cccc(OC)c3)ccn2)cc1 | 43 | 91
O=c1[nH]c(CN2CCN(c3ccccc3F)CC2)nc2sc3c(c12)CCC3 | 89 | 92

Going on with the list:
Every second line gives: HOP-92, CCRF-CEM, MOLT-4, A549/ATCC, HOP-62, RPMI-8226, M14, EKVX
N#Cc1ccccc1-c1ccc(CN2C(=O)S/C(=C\c3ccccc3)C2=O)cc1
    108, 98, 99, 98, 102, 103, 105, 98
O=C(O)C1OC(C(=O)O)C(C(=O)O)C1C(=O)O (configuration not stated)
    107, 97, 116, 93, 100, 90, 110, 112
Cc1ccc2nc(COc3ccc(NC(=O)Nc4ccc(Cl)c(Cl)c4)cc3)[nH]c2c1
    106, 73, 86, 88, 97, 87, 94, 89
Cc1ccc2c(c1)C(=O)N(c1ccc(S(N)(=O)=O)cc1)C2=O
    109, 98, 99, 98, 87, 100, 111, 101
CC1=C(CCN2CCN(c3ccccc3)CC2)C(=O)N2N=C(c3ccccc3)OC2N1 (configuration not stated)
    103, 99, 83, 94, 117, 91, 102, 87
OC[C@@H](O)[C@H](O)[C@@H](O)[C@H](O)CO
    99, 102, 103, 96, 95, 101, 106, 108
O=C1CCC(=O)NN1
    103, 98, 98, 104, 98, 103, 106, 99
CC1(c2ccccc2)NC(=O)N(CC(=O)Nc2ccc(C(=O)/C=C/c3ccc(Cl)cc3)cc2)C1=O (configuration not stated)
    -10*, 7.4*, -4.5*, 6.8*, 36, nt, -27*, 30
COCCNC(=O)c1cc2n(n1)C(C(F)(F)F)CC(c1ccc(Cl)c(Cl)c1)N2 (configuration not stated)
    87, 93, 91, 100, 102, 93, 98, nt
Nc1nn(-c2ccccc2)c2nc(=S)[nH]c(-c3ccc(Cl)cc3)c12
    99, 100, 99, 101, 100, nt, 96, 93
CCOC(=O)c1c(NC(=O)c2ccccc2)sc2c(CN(C)C)c(O)c(Br)cc12
    50, 95, 107, 94, 77, 94, 94, 90
Nc1nc2c(c(=O)[nH]1)N(C=O)C(CNc1ccc(C(=O)N[C@@H](CCC(=O)O)C(=O)O)cc1)CN2 (some centres not stated)
    80&81, 97&106, 102&97, 101&107, 109&104, 112&106, 102, 93&103
Cc1ccc2c(c1)=NC(=O)/C(=C\c1sc(Nc3ccc(S(N)(=O)=O)cc3)nc1O)C=2
    102, 110, 106, 102, 104, 118, nt, 101
CCOc1ccc(NC(=O)N(c2ccnc3ccccc23)C(C)CCCN(CC)CC)cc1 (configuration not stated)
    102, 117, 101, 93, 98, 105, 103, 105
O=[N+]([O-])c1nccn1CC(O)CO (configuration not stated)
    110, nt, 91, 62, 116, nt, 116, 106
CC(=O)c1nn(-c2ccc(Cl)cc2)/c(=N\N=C\c2coc3ccc(F)cc3c2=O)s1
    97, 93, 98, 103, 93, 93, 95, 99
CCCCCc1nnc(NC(=O)/C=C/c2cccc(F)c2)s1
    82, 65, 45, 120, 111, 89, 113, 90
O=C1c2cccc3c(-c4ccc5c(c4)ncn5C4CCCCC4)ccc(c23)C(=O)N1Cc1ccccc1
    67, 93, 92, 99, 82, 73, 94, 74
Cc1ccc2nc(C)c(-c3nnc(SCc4ccc([N+](=O)[O-])cc4)o3)n2c1
    73, 97, 83, 79, 76, 77, 92, 89
CCN(CC)c1nc(C)c(C)c(C#N)c1C#N
    99, 98, 83, 82, 68, 99, 96, 88
COc1ccc2c(c1)C(c1c[nH]c3ccccc13)(c1c[nH]c3ccccc13)CCO2
    36, 37, 8.7*, 24, 49, 33, 40, 35
COc1ccc(/C=C/C(=O)c2ccc(NC(=O)CSc3nnc(-c4ccc5nc(-c6ccc(OC)cc6)[nH]c5c4)o3)cc2)cc1
    81, 61, 63, 103, 95, 56, 105, 90
NS(=O)(=O)c1ccc(Nc2nc(O)c(/C=C3/C=c4ccccc4=NC3=O)s2)cc1
    88, 105, 98, 98, 99, 107, nt, 97
N#Cc1c(NC(=O)c2ccccc2)n[nH]c1Nc1ccccc1
    100, 107, nt, 106, 118, 123, 115, 84
O=C1CCCN1C1CCN(Cc2ccccc2)c2ccccc21 (configuration not stated)
    77, 100, 97, 95, 106, 87, 102, 87
Nc1nc(N)c2c(n1)NC(c1ccc(C(F)(F)F)cc1)CC(c1ccc(Nc3nc(NCCO)nc(Nc4ccc(Cl)cc4)n3)cc1)=N2 (configuration not stated)
    -66*, -5.3*, -15*, -66*, 72, -37*, -87*, -47*
CC(=O)c1cc(Nc2cc(C)[n+](C)c(N)n2)cc(C(C)=O)c1
    79&84, 54&69, 83&89, 106&108, nt, 89&110, nt, 94&100
C[C@H](C(=O)N(CCc1ccc(Cl)c(Cl)c1)Cc1cncs1)[C@@H]1CC[C@H](C[C@H](C)n2cc(CN3CCC(c4ccc(Cl)cc4)CC3)nn2)O1
    106, 94, -70*, 96, 101, 92, 99, 95
CC(C)(C)c1cc(C[P+](c2ccccc2)(c2ccccc2)c2ccccc2)cc(C(C)(C)C)c1O
    -33*, nt, -7.2*, nt, 8.7*, -35*, 12, nt
CC(C)c1nc2ccccc2n1CC(=O)N/N=C/c1cccc(O)c1
    nt, 95, 92, 97, 97, nt, 95, 105
CC(C)CCC[C@@H](C)[C@H]1CC[C@H]2[C@@H]3CC=C4N(c5ccccc5)C(=O)CC[C@]4(C)[C@H]3CC[C@]12C
    60, 92, 80, 97, 99, 98, 96, 97
O=C1NN(C(=S)N/N=C/c2ccc(Cl)cc2)C(=O)C2C=CC=CC12 (configuration not stated)
    nt, 38, 83, 76, 85, 33, 67, 76
Fc1ccc(CCOc2cccc(-c3nc4sccn4c3-c3ccccc3)c2)cc1
    92, 91, 91, 87, 87, nt, 94, 92
COc1ccc(C/C(C)=C(\c2ccc(O)cc2)c2ccc(OCCCN(C)C)cc2)cc1
    69, 74, 69, 91, 111, 87, 99, 98
CC(C)COc1ccc(C(=O)NNC(=O)c2ccc(=O)[nH]c2)cc1
    91, 101, 85, 101, 100, 89, 110, 109
O=C(C[n+]1ccccc1Cl)c1ccc2c(c1)CCCC2
    95, 91, 74, 86, 91, 90, 86, 79
CC(C)=CCC/C(C)=C\C=N\NC(=O)c1ccncc1
    97, nt, 85, 97, 97, 88, 103, nt
Cc1ccc(N=Cc2c(-c3ccc(S(C)(=O)=O)cc3)nc3ccccn23)cc1
    102, 97, 94, 92, 100, 97, 105, 100
C=CC[n+]1c(/C=C2\Sc3ccccc3N2C)sc(-c2ccccc2)c1-c1ccccc1
    -12*, 23, -4.7*, 14, 18, 0.0*, 20, 17
CCOC(=O)c1cnc2ccc(OC)cc2c1Nc1cccc(S(=O)(=O)NC)c1
    112, 93, 99, 103, 100, 52, 115, 104
COc1cc(-c2nc(SCC(=O)N3CCN(c4cc5c(cc4F)c(=O)c(C(=O)O)cn5C4CC4)CC3)nc(Cl)c2C#N)cc(OC)c1OC
    108, 102, 108, 103, 97, 103, 104, 105
Cn1ccc2c1[C@H](c1cc3ccccc3n1C)C[C@@H]1C(=O)N(c3ccccc3)C(=O)[C@H]21
    93, 98, 98, 94, 104, 95, 102, 91
CCCCCc1nc2c(c3c1CCCC3)CCCC2
    56, 60, nt, 73, 78, 0.4*, 103, 77
COc1ccc(C(Cc2ccccc2)NCCNCCO)cc1 (configuration not stated)
    69, 104, 97, 93, 70, 103, 91, 96
O=C(CN1C(=O)NC2NC(=O)NC21)N/N=C/C=C/c1ccccc1[N+](=O)[O-] (configuration not stated)
    113, nt, 101, 102, 99, 143, 99, 110
COc1cccc(/C=C/C(=O)OCC(=O)Nc2cccc(S(=O)(=O)N(C)C)c2)c1
    83, 101, 103, 103, 102, 106, 104, 104
COc1cc2oc(-c3cccc(C(=O)N[C@@H](CO)C(=O)O)c3)cc(=O)c2c(OC)c1OC
    111, 103, 101, 105, 94, 112, 110, 104
